# Screening data: PubChem, several laboratories
# PLAP inhibition: PLAP enzyme inhibitors, biochemical, luminescence, HTS (AID 690); inhibition, % at 20 µM; hits with a dose series show IC50 in µM; purified PLAP, luminescent substrate; higher % means a stronger effect; Alkaline phosphatase, placental type (Homo sapiens); 96,000 tested, 0.08% active; in the data active = a potency from the dose series; inactive = the rest, 99 in 100 with inhibition below about 30%; also: strong numbers were not always called active
# Bcl-B displacement: displacers of TR3 peptide from Bcl-B, primary screen, selectivity assay for Bfl-1 inhibitor project, biochemical, fluorescence polarization | Bcl-2-like protein 10 (Homo sapiens) | FP displacement of FITC-TR3 peptide from Bcl-B; higher % means a stronger effect | AID 748, 2007 | 96,000 tested, 0.11% active | displacement, % at 20 µM, or IC50 in µM where a hit was titrated;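 active = displacement above 50% at 20 µM plus a fluorescence interference ratio under 1.5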;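 also: plate controls were wells without compound for no effect and wells lacking Bcl-B protein for full effect; a part of the inactive calls stands beside numbers as strong as those of hits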
# MRP resist rev: reversal of MRP1-mediated doxorubicin resistance, primary screen, H69AR cells, doxorubicin co-treatment; H69AR cells + 2 uM doxorubicin, CellTiter-Glo, 72 h; differential viability (reversal), % at 10 µM; 85,000 tested, 0.04% active;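 active = viability drop by adding the cancer drug above about 55%, with treated viability meeting a 40% cutoff, limit read from the data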;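 also: viability without doxorubicin minus viability with 2 µM doxorubicin for each compound; larger differential means the compound sensitizes cells more to doxorubicin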
# NFkB transloc pot: enhancers of NFkB p65 translocation in HUVEC – imaging, IL-1B stimulus, high-content imaging, primary screen; HUVEC IL-1B NFkB p65 nuclear translocation imaging; activation, % at 2 µM; 94,000 tested, 0.3% active; AID 819, 2007;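 active = activation above 40%, about the mean plus 3 SD, also judged a hit on visual image review; inconclusive = activation above 40% but not a hit on visual review; inactive = activation not above 40% and no visual hit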;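 also: percent activation is computed from the nuclear over cytoplasmic p65 intensity ratio; values of inactives mirror those of a sister screen read the other way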
# NFkB transloc inh: inhibitors of IL-1B driven NFkB p65 nuclear import, primary screen, imaging, HUVEC, IL-1B stimulus, high-content imaging. HUVEC IL-1B NFkB p65 nuclear translocation imaging. inhibition, % at 2 µM. 94,000 tested, 0.43% active. AID 796, 2007;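 active = inhibition above about 30% together with a positive call from visual inspection of the well image, limit read from the data; inconclusive = inhibition above a set limit but visual check negative; inactive = inhibition not above a set limit, visual check negative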;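 also: nuclear over cytoplasmic p65 intensity ratio measured by imaging; 0% = IL-1B stimulated DMSO wells and 100% = unstimulated DMSO wells; values of inactives mirror those of a sister screen read the other way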
# MRP resist rev cytotoxicity: recorded beside MRP resist rev, whose call it bears; viability, %; H69AR cells, CellTiter-Glo, 72 h; measured here: cytotoxicity without doxorubicin
# MRP resist rev with doxorubicin: recorded beside MRP resist rev, whose call it bears; viability, %; measured here: viability with 2 uM doxorubicin; active compounds read low
# NFkB transloc inh cell count 2 µM: second read-out of NFkB transloc inh, no call of its own (marks repeat the call); cell count; measured here: cells passing quality filter;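 raw number of nuclei counted in each imaged well without normalization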
# NFkB transloc pot cell count 2 µM: second read-out of NFkB transloc pot, no call of its own (marks repeat the call); cell count; measured here: cells passing quality filter
# * hit, by the source's call; ? = inconclusive; nt = not tested or not shown. These rows are one share of the data (hit frequency here may not be typical).
SMILES,PLAP inhibition,Bcl-B displacement,MRP resist rev,MRP resist rev cytotoxicity,MRP resist rev with doxorubicin,NFkB transloc pot,NFkB transloc pot cell count 2 µM,NFkB transloc inh,NFkB transloc inh cell count 2 µM
Cc1ccc(S(=O)(=O)N2CCN(C(=O)c3ccccc3)C2C(C)C)cc1 (configuration not stated),-27.2%,-7.6%,1.0,87.3,86.3,9.8,145,-9.8,145
O=C1CSC(c2cn(-c3ccccc3)nc2-c2ccccc2)N1Cc1ccco1 (configuration not stated),-68.6%,-0.9%,12.3,71.0,58.7,-4.1,170,4.1,170
O=C(Nc1ccccn1)c1cccc(S(=O)(=O)N2CCCCC2)c1,nt,nt,9.9,106.0,96.1,1.7,155,-1.7,155
COc1ccc(/C=C/C(=O)Oc2ccc(/C=N/NC(=O)COc3c(C)cccc3C)cc2)cc1,-16.3%,1.6%,nt,nt,nt,-6.6,100,6.6,100
COC(=O)c1ccc(CN2C(=O)c3ccccc3S2(=O)=O)cc1,-15.5%,-8.2%,9.9,99.6,89.7,nt,nt,nt,nt
O=C(Nc1cccnc1)C1CC(c2ccc(Cl)c(Cl)c2)=NO1 (configuration not stated),-41.1%,5.2%,13.4,119.9,106.5,-6.4,148,6.4,148
CCCc1nc(C)c(-c2ccc(OC)c(OC)c2)c(=O)[nH]1,16.1%,-16.6%,-0.1,96.3,96.4,-7.7,28,7.7,28
Cn1c(=O)[nH]c(=O)c2c1ncn2CCN1CCCCC1,-4.3%,-2.0%,8.3,107.3,99.0,3.4,171,-3.4,171
CSC1=NC2(CCCCC2)C2=C(CCCC2)N1,20.7%,-3.3%,-1.0,99.5,100.5,nt,nt,nt,nt
CC(=O)Nc1ccc(SCC(=O)N(CCC#N)c2ccc(C)cc2)cc1,-13.0%,1.8%,-1.1,32.9,33.9,4.5,196,-4.5,196
CCc1nc2ccccc2n1CC(=O)N1CCN(S(=O)(=O)c2cccc(C(F)(F)F)c2)CC1,-26.5%,-1.7%,25.0,78.1,53.1,-8.3,88,8.3,88
O=C1N=C(N2CCOCC2)S/C1=C1\C(=O)N(Cc2ccccc2)c2ccc(Br)cc21,-29.5%,7.6%,-2.6,60.0,62.7,nt,nt,nt,nt
O=C(CSc1ccccc1C(=O)NCCCN1CCCC1=O)NCc1ccco1,17.8%,-6.0%,nt,nt,nt,19.0,142,-19.0,142
COc1ccc(C(=O)O)cc1S(=O)(=O)Nc1cccc(C)c1,-22.2%,-3.6%,13.9,98.9,85.0,3.2,151,-3.3,151
O=C(CCNC(=O)Cn1cnc2ccccc2c1=O)NCC1COc2ccccc2O1 (configuration not stated),-16.0%,-4.1%,9.8,92.3,82.5,6.0,132,-6.0,132
Cc1ccc(C(=O)CSc2nnc(-c3ccco3)o2)o1,5.7%,-0.4%,nt,nt,nt,4.4,115,-4.4,115
CCc1ccccc1S(=O)(=O)Cc1ccc(C(=O)NC(C)C)o1,nt,nt,-0.7,92.8,93.5,-16.4,133,16.4,133
CC1Cn2c(nnc2-c2cc3ccccc3cc2O)S1 (configuration not stated),-2.3%,0.3%,-1.0,87.2,88.2,16.1,141,-16.1,141
Cc1ccc(NC(=O)NCCCN2CCOCC2)cc1,16.0%,-6.5%,nt,nt,nt,7.1,170,-7.1,170
CCN1CC2=C(OC(N)=C(C#N)C2c2cccs2)/C(=C\c2cccs2)C1 (configuration not stated),-20.1%,-27.2%,33.8,60.2,26.4,14.0,154,-14.0,154
O=C(N1CCOCC1)N(Cc1ccccc1)c1ccccn1,-0.4%,-5.2%,-19.1,88.8,108.0,-2.1,90,2.1,90
COc1ccc(C2C(C#N)=C(N)OC3=C2C(=O)CC(C)C3)c(OC)c1OC (configuration not stated),-9.5%,-4.4%,12.5,92.9,80.4,-4.2,128,4.2,128
CC1(C)CC(=O)C2=C(C1)N(c1ccccc1)C(N)=C(C#N)C2c1ccsc1 (configuration not stated),17.0%,-8.0%,25.7,50.8,25.2,8.2,182,-8.2,182
c1coc(CSCc2cn3cccnc3n2)c1,7.9%,10.3%,4.5,100.9,96.3,nt,nt,nt,nt
CCC1CCCCN1S(=O)(=O)c1ccc(C(=O)Nc2nnc(-c3ccccc3Cl)o2)cc1 (configuration not stated),nt,nt,-32.4,20.5,52.9,-2.0,129,2.0,129
O=C1OCCC1Sc1ncnc2sc3c(c12)CCC3 (configuration not stated),nt,nt,-7.4,99.3,106.8,3.7,172,-3.7,172
Cc1ccc(C(C)C)c(OCC(=O)N2CCOCC2)c1,-10.9%,4.6%,-1.3,98.0,99.3,nt,nt,nt,nt
O=C(CSc1nc2ccccc2n1CC(=O)N1CCCC1)Nc1ccc2c(c1)OCO2,-1.0%,-1.2%,-15.5,63.2,78.6,nt,nt,nt,nt
COc1cc([N+](=O)[O-])ccc1N/C=C/C(=O)c1cccs1,4.1%,-107.4%,-5.9,41.6,47.5,-5.4,183,5.4,183
Cc1c(C(=O)O)sc(=S)n1CCOc1ccccc1,-14.8%,4.1%,-2.8,113.6,116.4,-0.8,104,0.8,104
CC1(C)CC(=O)C2=C(C1)NC(=O)CC2c1cccc(F)c1 (configuration not stated),-12.2%,-1.2%,16.8,93.5,76.7,?,nt,-92.7,177
CCN(CC)c1nc2ccccc2nc1C(C#N)C(=O)NCCCOC (configuration not stated),-17.2%,15.7%,1.2,71.5,70.3,4.8,194,-4.8,194
Cc1ccc(OCCSc2nnc(-c3ccncc3)n2C)cc1,-27.5%,nt,13.6,92.6,79.0,-6.9,210,6.9,210
COc1cccc(Nc2nc3ccccc3n3nnnc23)c1,12.9%,-165.3%,-2.0,81.3,83.3,7.7,159,-7.7,159
Cc1cc(=O)n2nc(N3CCCC(C(=O)N4CCN(C)CC4)C3)sc2n1 (configuration not stated),nt,nt,20.3,95.1,74.8,-23.9,15,23.9,15
CC1=CC(C)(C)C(C(=O)O)C(C(=O)O)C1 (configuration not stated),8.6%,-3.4%,5.0,99.3,94.3,nt,nt,nt,nt
COC(=O)c1ccccc1NC(=O)c1ccc(COc2ccc(C)c(C)c2)o1,-0.6%,-1.5%,-4.9,90.6,95.5,15.9,160,-15.9,160
CCn1c(SCC(=O)Nc2ccc(N3CCOCC3)c(Cl)c2)nnc1-c1ccc(N)cc1,-27.3%,-15.3%,-10.5,77.2,87.7,-5.1,51,5.1,51
Cc1ccc(CC2CC(=O)N(CC(=O)O)C2=O)cc1 (configuration not stated),nt,nt,12.5,100.0,87.5,0.3,161,-0.3,161
CCCC(=O)c1ccc(N2CCOCC2)c(F)c1,-111.1%,11.9%,nt,nt,nt,26.0,122,-26.0,122
CC(O)(CS(=O)(=O)Cc1ccc(Cl)cc1)C(=O)Nc1cccc(C(F)(F)F)c1 (configuration not stated),4.6%,-4.7%,nt,nt,nt,23.0,155,-23.0,155
Nn1c(SCC(=O)NCc2ccc3c(c2)OCO3)nnc1C1CC1,18.8%,-10.8%,7.4,95.0,87.6,-4.0,152,4.0,152
CN(C)c1ncc(C(=O)O)cn1,0.7%,-13.3%,2.1,93.5,91.4,nt,nt,nt,nt
CCc1sc(NC(=O)CN2CCOCC2)nc1-c1ccccc1,-42.4%,-10.1%,15.2,95.0,79.8,-2.1,157,2.1,157
CNc1nc2sc3c(c2c(=O)n1C)CC(C)(C)SC3,-49.1%,4.1%,-1.5,77.8,79.3,nt,nt,nt,nt
CCc1c(C)nc2ncnn2c1N1CCC(C(=O)Nc2ccc(C)cc2)CC1,-37.9%,-5.0%,-37.7,35.0,72.7,-3.6,92,3.6,92
Cc1ccc(S(=O)(=O)c2nc(C(C)(C)C)oc2N2CCOCC2)cc1,-12.7%,0.1%,4.2,94.9,90.7,17.8,108,-17.8,108
COc1cccc(C2C3=C(CCCC3=O)Nc3nc(-c4cc(OC)c(OC)c(OC)c4)nn32)c1 (configuration not stated),-11.0%,0.1%,-10.7,72.8,83.4,-5.0,157,5.0,157
Oc1ccccc1-c1nnc(-c2ccc(C(F)(F)F)cc2)o1,-35.5%,4.0%,-26.5,42.8,69.3,-8.0,175,8.0,175
Cc1cc(C)n(-c2ccc(C(=O)NC(C)C)cc2)n1,-2.6%,1.6%,-8.9,93.5,102.5,-2.6,105,2.6,105
Oc1ccc(F)cc1-c1cc(-c2ccc3c(c2)OCCO3)n[nH]1,3.4%,-3.4%,-22.2,37.3,59.5,3.7,207,-3.7,207
CCOC(=O)c1cnc(SCc2nc(N)nc(Nc3ccccc3)n2)nc1N,22.6%,-8.1%,-26.4,31.9,58.2,-21.3,120,21.3,120
CCOC(=O)C1CCN(C(=O)c2ccc(Br)o2)CC1,-30.4%,-3.0%,9.5,92.5,83.0,-0.7,164,0.7,164
COc1cccc(NC(=O)CSc2nnc(COc3ccc4c(c3)CCCC4)o2)c1,-4.2%,-4.9%,-13.9,93.2,107.0,-3.6,141,3.6,141
OC(CN=c1sc2ccccc2n1CC(O)COc1ccccc1)COc1ccccc1 (configuration not stated),nt,nt,-34.4,23.3,57.7,17.9,122,-17.9,122
Cc1ccc2c(C)c(C(=O)Nc3cccnc3)oc2c1,7.0%,-2.7%,26.3,82.6,56.3,-5.2,139,5.3,139
O=C(COC(=O)c1ccccn1)NC1CCCCC1,8.7%,2.7%,0.9,92.1,91.1,-6.8,138,6.8,138
CN(c1ccccc1)S(=O)(=O)c1cccc(NC(=O)Cn2cnc3ccccc3c2=O)c1,-4.6%,2.1%,-4.9,83.4,88.4,-1.9,192,1.9,192
CCCCSc1nc2c(c(=O)[nH]c(=O)n2C)n1CCc1ccccc1,-9.5%,-3.6%,-16.4,63.2,79.6,nt,nt,nt,nt
O=C(c1ccccc1Nc1ccc(SC(F)F)cc1)N1CCCCC1,-14.3%,-4.7%,17.6,86.3,68.6,13.6,163,-13.6,163

# (further entries)
SMILES,PLAP inhibition,Bcl-B displacement,MRP resist rev,MRP resist rev cytotoxicity,MRP resist rev with doxorubicin,NFkB transloc pot,NFkB transloc pot cell count 2 µM,NFkB transloc inh,NFkB transloc inh cell count 2 µM
COc1cccc(-n2nnc3c(=O)n(C/C=C/c4ccccc4)cnc32)c1,-6.6%,-1.7%,6.5,90.6,84.2,-0.1,52,0.1,52
O=C1/C(=C\c2ccccc2)CCc2c1[nH]c1ccccc21,17.5%,-6.8%,nt,nt,nt,9.9,121,-9.9,121
O=C(O)c1cc(-c2ccccc2)on1,10.9%,0.3%,-11.9,96.2,108.1,27.4,107,-27.4,107
O=C(/C=C(\O)c1ccc(Cl)cc1)C(=O)NNC(=O)C(O)(c1ccccc1)c1ccccc1,-74.9%,0.9%,-19.2,24.0,43.2,20.8,165,-20.8,165
Cc1ccnc(SCc2nc3ccccc3s2)n1,-37.2%,-0.5%,nt,nt,nt,11.4,238,-11.4,238
O=C(CN1CCOCC1)Nc1ncc(Cc2cccc3ccccc23)s1,-77.9%,-5.8%,nt,nt,nt,0.3,144,-0.3,144
O=C(CSc1nnc2ccccn12)Nc1ccccc1C(=O)NC1CC1,-1.1%,-3.3%,nt,nt,nt,-4.5,50,6.5,50
CCn1c(=O)cc(OCC(=O)N2CCN(C(=O)c3ccco3)CC2)c2ccccc21,-5.6%,-11.0%,nt,nt,nt,23.0,132,-23.0,132

# Three structures already listed, ordered by count of non-hydrogen atoms, low to high:
SMILES,PLAP inhibition,Bcl-B displacement,MRP resist rev,MRP resist rev cytotoxicity,MRP resist rev with doxorubicin,NFkB transloc pot,NFkB transloc pot cell count 2 µM,NFkB transloc inh,NFkB transloc inh cell count 2 µM
Cc1ccnc(SCc2nc3ccccc3s2)n1,-37.2%,-0.5%,nt,nt,nt,11.4,238,-11.4,238
O=C(CSc1nnc2ccccn12)Nc1ccccc1C(=O)NC1CC1,-1.1%,-3.3%,nt,nt,nt,-4.5,50,6.5,50
O=C(/C=C(\O)c1ccc(Cl)cc1)C(=O)NNC(=O)C(O)(c1ccccc1)c1ccccc1,-74.9%,0.9%,-19.2,24.0,43.2,20.8,165,-20.8,165
